Screening results: PubChem BioAssay, National Center for Advancing Translational Sciences (NCATS)
HT1080 IDH1KD tx – kills HT-1080 cells with IDH1 knockdown; 2% of 360,000 active; Potency, µM (highest dose often 46.1 µM), for the others: top-dose activity, negative = toxicity, actives largely listed as cytotoxic; HT-1080 IDH1 knockdown viability, ATP luminescence, 48 h;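 note: potency is the fitted concentration of half-maximal effect; 0% = DMSO wells and -100% = cell-free medium wells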
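After a 2 h attachment period, IDH1KD HT-1080 cells took pin-transferred compound for 48 h at 37 °C; ATP-based luminescence after 10 min room-temperature reagent incubation reported viability.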
ATXN viability – viability counter-screen for ATXN expression inhibitors | 0.49% of 400,000 active | S2 cells (HEK-293 line with an ATXN2-luciferase reporter) viability, CellTiter-Fluor protease fluorescence, 24 h | Potency, µM (top dose mostly 56.7 µM), usual class: cytotoxic | AID 651635; note: potency is the fitted concentration of half-maximal effect; nearly all actives have a fitted effect of over 40% in size
HT1080-NT tox – kills 2HG-producing HT-1080-NT fibrosarcoma cells; Potency, µM (series often up to 46.1 µM), for inactives: at the highest dose activity, negative = less viability, most hits filed as cytotoxic; HT-1080-NT fibrosarcoma viability, CellTiter-Glo ATP luminescence, 48 h; AID 686970; 1.6% of 360,000 active;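 note: NT is the 2HG producing partner of a matched IDH1 knockdown line; potency is the fitted concentration of half-maximal effect; 0% = DMSO-treated cells and -100% = media-only wells without cells; nearly all actives have a fitted effect of over 55% in size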
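HT-1080-NT; 750 cells/well; 5% FBS RPMI; 48 h compound, 37 degrees C; CellTiter-Glo luminescence; curve fitting and curve-class assignment.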
IL1B secr inh – blocks inflammasome-driven IL-1 beta release; THP-1 LPS/ATP IL-1B secretion, AlphaLISA, 16 h; hits give low values; activity change, % at 57.5 µM; 4.7% of 360,000 active; AID 743279; in the data active = activity change below about -50%; inconclusive = mostly about -30% to -49%; note: % is set by controls: 0 for no effect and ±100 for the full control effect
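THP-1 cells pretreated 1 hr with compounds (up to 57.5 uM final), then stimulated with LPS (250 ng/mL final) plus ATP (1.25 mM final); secreted IL-1B measured by AlphaLISA after 16 hr, decreased signal indicating inhibition.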
SW480 rereplic – DNA re-replication induction in SW480 cells; Potency, µM (highest dose often 46.1 µM), inactives show top-dose re-replication activation, most hits filed as activators; SW480 DNA re-replication, Hoechst DNA content imaging, 48 h; 1.8% of 340,000 active; AID 624297; note: potency is the fitted concentration of half-maximal effect; % of control where 0% means no effect; nearly all actives have a fitted effect of over 55% in size
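SW480 cells exposed to compounds for 48 hr at 37 C, 5% CO2, then Hoechst-stained 40 min. Nuclear DNA content imaged by fluorescence scanning (405 nm excitation, 500-530 nm emission); re-replication scored as increased high-intensity nuclei.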
MCF10A rereplic – inducers of DNA re-replication in MCF 10A breast cells; MCF 10A DNA re-replication, Hoechst nuclear intensity, 48 h; 2.9% of 350,000 active; Potency, µM (series often up to 46.1 µM), for inactives: top-dose activity, positive = re-replication, hits mostly activators; note: potency is the fitted concentration of half-maximal effect; % of control where 0% means no effect; nearly all actives have a fitted effect of over 50% in size
KB-3-1 tox – KB-3-1 parental cell cytotoxicity | KB-3-1 viability, CellTiter-Glo ATP luminescence, 72 h | Potency, µM (top dose mostly 46.1 µM), inactives show at the top dose activity change, negative = cytotoxic, usual class: cytotoxic | 1.4% of 400,000 active; note: potency is the fitted concentration of half-maximal effect; % is set by controls: 0 for no effect and ±100 for the full control effect; nearly all actives have a fitted effect of over 60% in size
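Luminescent ATP read-out (CellTiter-Glo) measures survival of drug-naive KB-3-1 cells after 72 h compound exposure at 37 °C. Titration series was screened from lowest to highest concentration, with DMSO vehicle plates as background controls.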
ATXN2 expr inh – inhibitors of ATXN2 expression. HEK-293 ATXN2-luciferase reporter, luminescence, 24 h. Potency, µM (highest dose often 57 µM), for the others: top-dose activity change, negative = inhibition, usual class: inhibitors. 0.72% of 360,000 active. AID 1745845; note: potency is the fitted concentration of half-maximal effect; % is set by controls: 0 for no effect and ±100 for the full control effect; nearly all actives have a fitted effect of over 55% in size
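ATXN2-luciferase reporter cells (luciferase flanked by upstream and downstream ATXN2 gene portions) were treated 24 h at 37 °C with compounds at up to 57 uM. SteadyGlo luminescence gave expression; GF-AFC fluorescence gave viability.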
HepG2 tox – counter-screen for TGF-b inhibitors: cytotoxicity in HepG2 cells; Potency, µM (doses to about 46.1 µM), for the others: at the top dose activity change, negative = cytotoxicity, hits mostly cytotoxic; 0.76% of 410,000 active; HepG2 CAGA-GFP viability, ATP luminescence, 18 h; note: potency is the fitted concentration of half-maximal effect; some results filed as inactive show a strong effect at the top dose
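CellTiter-Glo luminescence gave cytotoxicity after 18 hours at 37 degrees C. The cells were HepG2 CAGA-GFP in 1% FBS DMEM, stimulated with 500 pg/mL TGF-beta after compound addition. %Activity was normalised to no-cell wells (complete cell-killing) and DMSO (no toxicity), and curves were fitted and classified.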
* = called active by the depositor; i = inactive; ? = inconclusive; nt = no result given; [ ] = another dose, or the depositor's remark. Unless noted, calls come from the whole dose curve; as a rule, active = well fitted curve in the direction sought with a large enough effect; inconclusive = small, poorly fitted or top-dose-only effect, or another doubt; inactive = no such curve, though single readings can be large; an effect the other way counts as inactive or inconclusive. An unsorted share of the library. Share with any hit: about 8.9%.

SMILES	HT1080 IDH1KD tx	ATXN viability	HT1080-NT tox	IL1B secr inh	SW480 rereplic	MCF10A rereplic	KB-3-1 tox	ATXN2 expr inh	HepG2 tox
CCOC(=O)Cn1c(-c2ccccn2)nc2ccccc21	8%	i	6%	-14	-4%	2%	4%	0%	-36%
O=C(NC1CCCC1)NS(=O)(=O)c1ccccc1Cl	2%	i	-1%	-4	-2%	-13%	-1%	-6%	-51%
COc1ccc(-c2nc(CN3CCC(C(=O)N4CCc5ccccc54)CC3)c(C)o2)cc1OC	-4%	i	-11%	?	4%	-6%	-8%	-22%	-41%
CN(C)S(=O)(=O)c1cccc(C(=O)NCCNC(=O)c2cccc(S(=O)(=O)N(C)C)c2)c1	5%	i	5%	-4	-4%	-14%	-4%	-9%	10%
Cc1cc(C)c(NC(=O)CNC(=O)COC(=O)CN2C(=O)NC3(CCCC3)C2=O)c(C)c1	9%	i	20%	14	-91%[inhibitor]	1%	8%	6%	-5%
O=C1CCCC2=C1C(c1ccc(Br)cc1)c1c([nH]c(=S)[nH]c1=O)N2 (stereo unspecified)	2%	?	-2%	16	-5%	-177%[0.0737 µM]	14%	-4%	-4%
O=C1c2ccccc2NC(c2cccc(O)c2)N1O (stereo unspecified)	11%	i	10%	57	-11%	-2%	-4%	18%	-24%
COc1ccc(C(=O)N/N=C/C(Br)=C/c2ccccc2)cc1	-13%	i	-11%	-58*	?	?	26%	3%	-20%
CCOC1=C2CN(S(=O)(=O)c3ccccc3)[C@H](c3ccccc3)C[C@H]2n2c(=O)n(-c3ccccc3)c(=O)n2C1	?	?	17%	-2	nt	nt	0%	0%	2%
Cc1noc(-c2ccc(N3CCCCC3C)c([N+](=O)[O-])c2)n1 (stereo unspecified)	nt	i	nt	nt	nt	nt	-1%	15%	-23%

Some entries already given, reduced to HT1080-NT tox and MCF10A rereplic:
molecule	HT1080-NT tox	MCF10A rereplic
Cc1cc(C)c(NC(=O)CNC(=O)COC(=O)CN2C(=O)NC3(CCCC3)C2=O)c(C)c1	20%	1%
O=C1CCCC2=C1C(c1ccc(Br)cc1)c1c([nH]c(=S)[nH]c1=O)N2 (stereo unspecified)	-2%	-177%[0.0737 µM]
O=C1c2ccccc2NC(c2cccc(O)c2)N1O (stereo unspecified)	10%	-2%

(more compounds)
SMILES	HT1080 IDH1KD tx	ATXN viability	HT1080-NT tox	IL1B secr inh	SW480 rereplic	MCF10A rereplic	KB-3-1 tox	ATXN2 expr inh	HepG2 tox
Clc1cccc(-c2noc3ncnc(Nc4ccc5c(c4)OCO5)c23)c1	0%	i	0%	-5	-11%	12%	-5%	0%	2%
COc1cc(OC)c(NC(=O)c2ccc3c(Cl)c4c(nc3c2)CCCC4)cc1Cl	nt	i	nt	nt	nt	nt	-8%	13%	8%
COc1ccc(-n2c(CNC(=O)COc3ccccc3)n[nH]c2=S)cc1	8%	i	1%	15	-3%	-12%	12%	-17%	8%
CC1(C)Cc2c(C#N)c(NCC3CCCO3)nc(-c3ccco3)c2CO1 (stereo unspecified)	-6%	i	-3%	16	?	?	?	-5%	-41%
COc1ccc(NC(=O)c2cc(S(=O)(=O)N3CCCC(C)C3)cn2C)c(OC)c1 (stereo unspecified)	nt	i	nt	nt	nt	nt	13%	3%	1%
CN1CCN(c2nc(C(N)=O)cc(-c3ccccc3)n2)CC1	0%	i	4%	-57*	6%	?	4%	-15%	-13%
Cc1ccccc1Cn1nnc(-c2ccc(C(=O)O)cc2)n1	0%	i	1%	20	nt	nt	14%	-22%	3%
COc1ccc(C(=O)C2CCCN(C(=O)c3cccnc3SC)C2)c(C)c1 (stereo unspecified)	-22%	i	-10%	-70*	-2%	1%	-3%	-6%	3%
CCSc1nnc(NC(NC(=O)c2ccco2)(C(F)(F)F)C(F)(F)F)s1	17%	i	10%	21	-4%	-7%	2%	0%	10%
O=C(Nc1ccccc1)c1ccc(OC(=O)c2cc3ccccc3o2)cc1	11%	i	7%	12	-3%	1%	-21%	45%[activator]	-10%
CC(C)(C)c1ccc(C(=O)c2c[nH]c(C(=O)NCc3cccnc3)c2)cc1	-6%	i	-3%	-11	1%	19%	?	13%	-22%
O=C(Cn1c(=O)[nH]n(-c2ccccc2)c1=O)N1CCCc2ccccc21	9%	?	8%	16	-6%	-2%	16%	-37%	-1%
Cc1ccccc1NC(=O)COC(=O)CCc1ccccc1	10%	i	11%	-7	-2%	-6%	4%	6%	4%
O=C(COC(=O)CCSc1ccc(Cl)cc1)NCc1ccccc1	15%	nt	15%	25	-5%	11%	7%	2%	-10%
CCC1CCCCN1CCCNC(=O)CNC(=O)Cn1ccc2ccccc2c1=O (stereo unspecified)	8%	i	?	9	-4%	-4%	-2%	8%	5%
CCNC(=O)C[C@@H]1C=C[C@@H](NS(=O)(=O)c2ccc(F)cc2)[C@@H](CO)O1	17%	nt	17%	11	nt	nt	-1%	nt	nt
CCCN(CCC)C(=O)Cn1c(=O)n(Cc2ccc(C(=O)NCCc3ccc(Cl)cc3)cc2)c(=O)c2ccccc21	nt	i	nt	nt	nt	nt	2%	6%	4%
Cc1nn(C)cc1S(=O)(=O)N1CCN(c2ccc(F)cc2)CC1	5%	i	26%	2	-4%	3%	4%	3%	0%
CC(c1nc2scc(-c3ccccc3)c2c(=O)[nH]1)N1CCN(CC(=O)NC2CC2)CC1 (stereo unspecified)	-1%	i	1%	-7	15%	12%	8%	1%	32%
Cc1ccc(C(=O)NC2CCN(CC(=O)NC3CCC(C)CC3)CC2)cc1 (stereo unspecified)	4%	i	0%	3	9%	8%	?	0%	-5%
CCCCc1c(-c2ccccc2OC)ncn1CCc1ccccc1OC	13µM*	32µM*	18µM*	-100*	nt	nt	?	?	nt
CC(NC(=O)c1ccc2c(c1)CCN2S(C)(=O)=O)c1ccccc1 (stereo unspecified)	nt	i	nt	nt	nt	nt	5%	6%	-15%
CCOC(=O)c1ccc(N2C(=O)CC(N3CCC(O)(c4ccc(Br)cc4)CC3)C2=O)cc1 (stereo unspecified)	-18%	i	-10%	0	-4%	0%	0%	-13%	0%
CC(=O)c1c(C)[nH]c(C(=O)NNC(=O)c2ccc(C)cc2)c1C	-1%	i	5%[9.24 µM]	-6	-43%[inhibitor]	3%	21%	4%	9%
CCOc1ccc(S(=O)(=O)NCCC(=O)Nc2nnc(C)s2)cc1	9%	i	4%	23	-7%	-1%	12%	3%	-3%
C=CCOc1cccc(/C=C\c2nc(O)c([N+](=O)[O-])c(=O)[nH]2)c1	8%	i	0%	-2	-8%	-2%	-29%	1%	5%
COc1cc(NC(=O)c2ccccc2)c(OC)cc1NC(=O)Cc1cccs1	-10%	i	-16%	1	-4%	5%	-10%	-2%	2%
CCOc1ccc(OCCCCN2CCCC2)cc1	-1%	i	-7%	-8	0%	14%	0%	-1%	-5%
O=C(CSc1nnc(-c2ccc(F)cc2)o1)Nc1ccc(S(=O)(=O)N2CCCCCC2)cc1	-24%	i	-26%	11	?	24%	-13%	-37%	-37%
Cc1cc(NC(=O)CN(C)CC(=O)Nc2ccc(Cl)c(C(F)(F)F)c2)no1	-8%	i	-28%	-12	19%	?	1%	?	-24%
Cc1ccc(C(=O)Nc2ccc(OCc3cc(=O)n4c5c(sc4n3)CCCC5)cc2)cc1	nt	i	nt	nt	nt	nt	-1%	1%	-3%
O=C(CSc1nnc(CNC(=O)c2cccs2)o1)c1ccccc1	13%	i	11%	21	-9%[9.22 µM]	1%	0%	6%	2%
c1ccc(COc2cccc(-c3cc4nc(NCCc5ccncc5)ccn4n3)c2)cc1	23µM*	?	18µM*	-60*	nt	nt	?	?	-63%
O=C(N/N=C/C(Br)=C/c1ccccc1)c1cccs1	?	i	-23%	?	?	?	-17%	95%[activator]	1%
CCCN(CC(=O)Nc1ccccc1C)C(=O)/C=C/c1ccc(OC)c(OC)c1	-1%	i	-5%	-10	nt	nt	-7%	nt	-3%
CCC(c1nnc(SCC(=O)NC23CC4CC(CC(C4)C2)C3)o1)N(C)C (stereo unspecified)	5%	i	2%	20	2%	2%	11%	7%	-25%
Cc1nc2cccnc2n1C1CCN(S(=O)(=O)c2ccc(Cl)cc2)CC1	nt	i	nt	nt	nt	nt	0%	-20%	-28%
Cc1ncsc1CCC(=O)N1CCCC(Nc2ccc(C(C)C)cc2)C1 (stereo unspecified)	3%	i	4%	1	20%	20%	nt	8%	68%
N=c1oc2ccccc2cc1-c1nc(-c2ccccc2)cs1	1%	nt	-5%	-10	13µM*	10µM*	0%	36%[activator]	1%
CN1C(=O)/C(=C/c2ccccc2OCc2cccc(F)c2)NC1=S	-17%	i	-3%	25	-1%	0%	9%	-32%	-5%
CCCNC(=O)NC(=O)COC(=O)CNS(=O)(=O)/C=C/c1ccccc1	12%	i	3%	8	3%	11%	4%	nt	15%
COc1ccc(/C=C/C(=O)Nc2ccccc2C(=O)O)cc1	-11%	i	-6%	29	-10%	17%	-7%	?	-17%
O=C(CSc1ncn(-c2ccccc2)n1)N1CCN(c2ccccc2)CC1	9%	i	8%	-10	2%	13%	4%	-3%	3%
CCc1ccc(OCC(=O)Nc2ccc(N3CCN(C(=O)c4ccccc4)CC3)cc2)cc1	24%	i	18%	0	2%	16%	-4%	1%	3%
CC(C(=O)NCCN1CCOCC1)c1ccc([N+](=O)[O-])cc1 (stereo unspecified)	13%	i	16%	-3	-4%	13%	16%	3%	-12%
Cc1nc2sc3c(c2c(=O)[nH]1)CCCC3	-4%	i	0%	0	8%	7%	-21%	1%	-1%
CCN1C(=O)/C(=C2\SC(N3CCCCC3)=NC2=O)c2ccccc21	-1%	i	3%	?	1%	-3%	-8%	25%	-9%
